RNase H inhibition – RNase H inhibition, HIV 1 Gag Pol polyprotein, FRET biochemical assay, screening (AID 372); HIV-1 RT RNase H, FRET RNA/DNA substrate fluorescence; higher % means a stronger effect; inhibition, % at 10 µM, or IC50 in µM where a hit was titrated; 100,000 compounds, 0.77% hits; in the data active = inhibition above about 50%
* hit, by the source's call.

Preview, three compounds:
SMILES	RNase H inhibition
Cc1ccc2ccc(C(Nc3ccccn3)c3ccc(C)c(C)c3)c(O)c2n1 (stereo not drawn)	11%
Cc1ccccc1NC(=O)COc1ccc(Br)cc1Cl	25%
O=C(/C=C\c1ccccc1)NC(=S)Nc1ccc([N+](=O)[O-])cc1O	6%

This part in full, from the start:
SMILES	RNase H inhibition
Cc1ccc2ccc(C(Nc3ccccn3)c3ccc(C)c(C)c3)c(O)c2n1 (stereo not drawn)	11%
Cc1ccccc1NC(=O)COc1ccc(Br)cc1Cl	25%
O=C(/C=C\c1ccccc1)NC(=S)Nc1ccc([N+](=O)[O-])cc1O	6%
CCOc1cccc(C(=O)Nc2ccc3oc(-c4ccc(F)cc4)nc3c2)c1	24%
Cc1cccc(C(C)C)c1NC(=O)c1cc2ccccc2o1	9%
Brc1cccc(/C=C/C=Nc2cccc(-c3nc4ccccc4o3)c2)c1	22%
O=C1C(Cl)=CC(=NS(=O)(=O)c2ccccc2)C=C1Cl	3.1µM*
COC(=O)c1sc(NC(=S)NC(=O)c2ccccc2F)nc1C	6%
O=C(CC(c1ccccc1)c1ccccc1)NCC1OCCc2ccccc21 (stereo not drawn)	8%
O=C(O)c1ccccc1C(=O)c1ccc(Cl)c(N2C(=O)CCC2=O)c1	15%
COc1ccc(CNc2ccc(N3CCOCC3)cc2)cc1OC	7%
COc1ccc(/C=C2\C(=O)N(c3ccc(S(N)(=O)=O)cc3)N=C2C)cc1	0%
O=C(Nc1ccc(S(=O)(=O)Nc2nccs2)cc1)c1ccc(F)cc1	11%
COc1ccc(CC(=O)N(C)CC(OC)OC)cc1	16%
C#CCOc1ccc(C=C2C(=O)OC(c3ccccc3)OC2=O)cc1 (stereo not drawn)	24%
CCc1cc(C)cc(OCCn2cc(C=C3C(=O)NC(=S)NC3=O)c3ccccc32)c1	15%
CSc1ccc(S(=O)(=O)N(CC(=O)Nc2cccc(C)c2)c2ccc(C)cc2)cc1	7%
COc1ccc2ccccc2c1/C=C1\SC(=S)N(c2cccc(C(F)(F)F)c2)C1=O	6%
COc1ccc(-c2nnc(SCc3ccccc3[N+](=O)[O-])n2-c2ccccc2)cc1	20%
Cc1ccccc1N1C(=O)NC(=O)/C(=C\c2cc(C)n(-c3cccnc3)c2C)C1=O	18%
O=C(NNc1c(Cl)cc(Cl)cc1Cl)c1cc([N+](=O)[O-])cc([N+](=O)[O-])c1	2%
O=C(C1CCCCC1)N(Cc1ccccc1)Cc1ccccc1	2%
COc1cc(/C=c2\sc3nc4cc(Br)cnc4n3c2=O)cc(Br)c1O	0%
CC(=O)c1ccc(OC(=O)c2ccc(Br)c([N+](=O)[O-])c2)cc1	14%

Five structures already listed, ordered by molar mass, high to low.
SMILES	RNase H inhibition
COc1ccc2ccccc2c1/C=C1\SC(=S)N(c2cccc(C(F)(F)F)c2)C1=O	6%
O=C(NNc1c(Cl)cc(Cl)cc1Cl)c1cc([N+](=O)[O-])cc([N+](=O)[O-])c1	2%
Cc1ccccc1N1C(=O)NC(=O)/C(=C\c2cc(C)n(-c3cccnc3)c2C)C1=O	18%
CC(=O)c1ccc(OC(=O)c2ccc(Br)c([N+](=O)[O-])c2)cc1	14%
O=C(C1CCCCC1)N(Cc1ccccc1)Cc1ccccc1	2%

Next section.
SMILES	RNase H inhibition
O=C(N=Nc1c(O)[nH]c2ccc(F)cc12)c1cccc(O)c1	0%
CCCC(C)NS(=O)(=O)c1ccccc1[N+](=O)[O-] (stereo not drawn)	24%
CCN(CC)c1ccc(/C=N/c2sc3c(c2C#N)CCCC3)c(OC)c1	0%
O=C(Oc1ccc([N+](=O)[O-])cc1)c1ccccc1Cl	9%
O=C(NC(=S)Nc1ccc(O)c(-c2nc3ccccc3o2)c1)c1cccc(Cl)c1	7%
O=C(N/N=C/c1cn(-c2ccccc2)nc1-c1ccccc1)C(O)c1ccccc1 (stereo not drawn)	19%
CCN(CC)c1ccc(/C=C(/C#N)C(=O)Nc2cccc(Br)c2)o1	5%
CC1(c2ccccc2)CC(C)(C)N(C(=O)c2cc([N+](=O)[O-])cc([N+](=O)[O-])c2)c2ccccc21 (stereo not drawn)	19%
O=C(CC(c1ccccc1)c1ccccc1)Nc1nncs1	0%
Cc1cc(C)c(S(=O)(=O)N2CCN(C(c3ccccc3)c3ccccc3)CC2)c(C)c1	18%
COc1ccc(S(=O)(=O)N2CCN(Cc3ccc4c(c3)OCO4)CC2)cc1	4%
CC(=O)Nc1ccc(-c2cc(-c3ccc(NC(C)=O)cc3)nc(-c3ccc(NC(C)=O)cc3)n2)cc1	16%
CC1=C(C(=O)OCCOc2ccccc2)C(c2ccc3c(c2)OCO3)C2=C(CC(c3ccccc3)CC2=O)N1 (stereo not drawn)	13%
CCCCCn1c(=O)c(-c2nc3ccccc3c(=O)[nH]2)c(O)c2ccccc21	0%
CCOC(=O)N1CCN(CC(O)COc2ccc(C)cc2C)CC1 (stereo not drawn)	10%
Cc1cc(C)c2oc(-c3cccc(NC(=O)COc4ccccc4[N+](=O)[O-])c3)nc2c1	15%
COc1ccc(N2C(=O)NC(=O)/C(=C\c3cc(C)n(-c4cccc([N+](=O)[O-])c4)c3C)C2=O)cc1	13%
C(=NCc1ccccc1)c1ccc(OC2CSC2)cc1	13%
O=C(Nc1ccc(Cl)c(Cl)c1)c1ccc(CN2CCc3ccccc3C2)cc1	14%
CCOC(=O)CCC(NC(=O)c1ccc(Cl)cc1)C(=O)OCC (stereo not drawn)	1%
Cc1cc(C)c(S(=O)(=O)Nc2cccc(C)c2C)c(C)c1	15%
COc1ccccc1/C=C(\NC(=O)c1ccccc1)C(=O)Nc1cccc2ccccc12	11%
CCCCNC(=O)c1c(O)c2ccccc2n(C)c1=O	9%
Cc1ccc2[nH]c3nc(N/N=C/c4ccc(Cl)cc4)nnc3c2c1	7%
CCC1(CC)Cc2ccccc2C(Nc2c(C)n(C)n(-c3ccccc3)c2=O)=N1	10%
CCOc1cc(OCC)cc(C(=O)Nc2ccc3oc(-c4cccc(F)c4)nc3c2)c1	15%
CCN1C(=O)/C(=C\c2ccc(Br)cc2)SC1=S	25%
CC1=C(C(=O)OCCOc2ccccc2)C(c2ccsc2)NC(=O)N1C (stereo not drawn)	0%
Cc1ccccc1N=Cc1cccc(O)c1O	5%
C=CCc1cccc2cc(C(=O)OCC)c(=O)oc12	21%
CSc1ccccc1N1C(=O)C2CC(C)=C(C)CC2C1=O (stereo not drawn)	3%
COc1ccc(CC(Cc2nc3ccccc3[nH]2)c2nc3ccccc3[nH]2)cc1 (stereo not drawn)	4%
C(=N\N=C(c1ccccc1)c1ccccc1)/c1cccnc1	0%
COc1ccccc1NC(=O)C1=C(C)NC(SCC(=O)c2ccccc2)=C(C#N)C1c1ccccc1Cl (stereo not drawn)	14%
CCc1ccc(C2Nc3ccc4ccccc4c3C3=C2C(=O)CC(C)(C)C3)cc1 (stereo not drawn)	19%
Cc1ccc(OCC(=O)Nc2cc(C(F)(F)F)cc(C(F)(F)F)c2)cc1C	0%
CCOc1ccc(N(CC(=O)N2CCC(C)CC2)S(=O)(=O)c2ccccc2)cc1	8%
COC(=O)c1sc(NC(=O)c2cc3nc(-c4ccc([N+](=O)[O-])cc4)cc(C(F)(F)F)n3n2)c(C(=O)OC)c1C	10%
O=C1N=c2ccc(Cl)cc2=C1c1sc(=S)n(Cc2ccccc2)c1O	8%
COc1ccc(C(=O)NCC2CCCO2)cc1I (stereo not drawn)	28%
CCOC(=O)C1=C(C)N=c2s/c(=C\c3ccc(C(C)C)cc3)c(=O)n2C1c1c(OC)ccc2ccccc12 (stereo not drawn)	19%
Cc1c(C(=O)NC(=S)Nc2ccc(N3CCCCC3)cc2)oc2ccccc12	10%
CN(C)c1ccc2c(c1)OC(N)=C(C#N)C2c1ccc(F)c(Br)c1 (stereo not drawn)	22%
O=C(O)CC/C(=N\NC(=O)COc1ccc(Cl)cc1)c1ccccc1	0%
NS(=O)(=O)c1ccc(CCNC2CC(=O)N(c3ccc(F)cc3)C2=O)cc1 (stereo not drawn)	9%
O=S(=O)(N/N=C/c1ccccc1OCc1cccc(Br)c1)c1ccccc1	5%
O=C(COc1ccccc1[N+](=O)[O-])Nc1ccc(Cl)c(-c2nc3cc(Cl)ccc3o2)c1	14%
C=CCc1c(C)nc2cc(-c3ccc(I)cc3)[nH]n2c1=O	12%
Clc1ccc(OCCn2ccnc2)c(Cl)c1	5%
CN1C(=O)/C(=C\c2ccc(OCc3ccccc3Cl)cc2)SC1=S	4%
O=C(Nc1cc(Cl)cc(Cl)c1)c1ccc(I)cc1	9%
CCOc1cc(OCC)cc(C(=O)Nc2cccc(Cl)c2Cl)c1	0%
Cc1ccc(C2C(C(=O)c3cccs3)=C(O)C(=O)N2c2nncs2)cc1 (stereo not drawn)	0%
COC(=O)c1coc(-c2ccc(OC)cc2)c1C(=O)OC	10%
CCCCNc1cnn(-c2ccccc2)c(=O)c1Cl	2%
CN(C)c1ccc(/C=N/N=C2/SC(CC(=O)O)C(=O)N2c2ccc(O)cc2)cc1 (stereo not drawn)	5%

(continued)
SMILES	RNase H inhibition
CCCC(=O)C1CCN(Cc2ccccc2)CC1	0%
NC1=NC(=O)C(CC(=O)Nc2ccc(C(=O)O)cc2)S1 (stereo not drawn)	1%
O=C1CCCC2=C1C(c1cccc([N+](=O)[O-])c1)Nc1ccc(C(=O)c3ccccc3)cc1N2 (stereo not drawn)	5%
Fc1ccc(C2CC(c3ccc(Cl)cc3)=NN2c2cccc(F)c2)cc1 (stereo not drawn)	5%
Cc1ccc(NC(=O)c2ccc(-c3ccc(Br)cc3)o2)c([N+](=O)[O-])c1	0%
COc1ccc(COC(=O)C2=C(C)NC3=C(C(=O)CCC3)C2c2ccc(OCc3ccccc3)c(OC)c2)cc1 (stereo not drawn)	1%
O=C(c1ccc(F)cc1)N1CCN(c2c(Cl)cccc2[N+](=O)[O-])CC1	15%
Cc1cc(C)c(OCC(=O)Nc2cccc3ccccc23)c(C)c1	16%
CCc1ccccc1NC(=O)Nc1cccc(Cl)c1	0%
COCCOC(=O)c1c(C)oc2ccc(O)c(CN3CCC(C)CC3)c12	0%
O=C1c2cccnc2C(=O)N1c1cccc(-c2nc3ccccc3o2)c1	0%
CCN(CC)C(=O)C(=O)N/N=C/c1ccc(Cl)cc1	0%
O=C1NC(=S)N(c2ccc(Cl)cc2)C(=O)/C1=C/c1cc(Cl)cc(Cl)c1O	10%
COc1ccccc1C(=O)N1CCN(Cc2ccccc2[N+](=O)[O-])CC1	30%
O=C(Nc1nnc(-c2ccc(F)cc2)s1)Nc1ccc(Cl)cc1Cl	40%
COc1ccc(NC(=O)C2CC(=O)N(c3ccccc3)C2)cc1 (stereo not drawn)	1%

A stretch from the list above, for reference:
SMILES	RNase H inhibition
COc1ccccc1C(=O)N1CCN(Cc2ccccc2[N+](=O)[O-])CC1	30%
O=C(Nc1nnc(-c2ccc(F)cc2)s1)Nc1ccc(Cl)cc1Cl	40%
COc1ccc(NC(=O)C2CC(=O)N(c3ccccc3)C2)cc1 (stereo not drawn)	1%

Continued.
SMILES	RNase H inhibition
COC(OC)C12c3ccccc3C(c3ccccc31)C1C(=O)N(c3cccc(Cl)c3)C(=O)C12 (stereo not drawn)	13%
O=C(COc1ccccc1)Nc1ccc(NC(=O)COc2ccccc2)cc1	3%
O=C(O)c1cc(-c2ccc(/C=N/NC(=S)Nc3ccccc3)o2)ccc1Cl	8%
O=C(Nc1ccc(S(=O)(=O)N2CCc3ccccc32)cc1)c1ccc(Br)o1	20%
Cc1c(NC(=O)CCCN2C(=O)/C(=C/c3cccs3)SC2=S)c(=O)n(-c2ccccc2)n1C	11%
O=C(N/N=C/c1cccnc1)c1ccc(Cl)c(Cl)c1	28%
Cc1ccc(OC(=O)CCN2C(=O)c3ccccc3C2=O)cc1C	15%
CCCCOc1ccc(C(=O)NCCC(=O)O)cc1	0%
COC(=O)c1c(-c2ccc(F)cc2)csc1NC(=O)c1ccc(OC(C)C)cc1	0%
COC(=O)c1cc(Cl)c(C(=O)OC)c2c(C(=O)OC)cc(Cl)c(C(=O)OC)c12	1%
Cc1ccc(S(=O)(=O)N/N=C/c2cccc3c2OCCO3)cc1	11%
CN(C)c1cc(NCc2ccccc2)c([N+](=O)[O-])c2nonc12	2%
Cc1ccc(C2(c3ccc(C)cc3)CC2C(=O)Nc2ccccc2)cc1 (stereo not drawn)	13%
COc1ccc(CNC(=O)C(=O)Nc2ccccc2OC)cc1	44%
O=[N+]([O-])c1ccc(/C=C/c2cn(-c3ccccc3)nc2-c2ccc(Br)cc2)o1	4%
CC1CC(=O)C2=C(C1)OC(N)=C(C#N)C2c1ccco1 (stereo not drawn)	2%
CC1(C(=O)NC2CCCCC2)CC1(Br)Br (stereo not drawn)	5%
CCN(CC)CCCCOc1ccccc1C(C)(C)C	6%
NC1=NC(=O)/C(=C/c2ccc(Cl)cc2)S1	5%
CC(C)c1ccc(OC(=O)C(C)N2C(=O)c3ccccc3C2=O)cc1 (stereo not drawn)	9%
CCC1CCCCN1Cc1cc(OC)c(OC)cc1[N+](=O)[O-] (stereo not drawn)	0%
Cc1nnc(C)n1/N=C/c1ccccc1Cl	1%
COc1cccc(C(=O)NC(=S)Nc2ccc(-c3nc4cc(Cl)cc(Cl)c4o3)cc2)c1	36%
CCOC(=O)C1=C(C)NC2=C(C(=O)CC(C)(C)C2)C1c1ccc(OC)c(OC)c1 (stereo not drawn)	1%
N#C/C(=C\Nc1ccc([N+](=O)[O-])cc1)c1nc(-c2ccc(Br)cc2)cs1	15%
O=C(COc1ccc(Br)cc1Cl)Nc1ccc2c(c1)OCCO2	50%*
Cc1cc(C=C2C(=O)NC(=S)NC2=O)c(C)n1-c1cccc(Cl)c1	28%
COc1ccc(/C=C2\SC(=S)N(c3cccc(C)c3C)C2=O)cc1	0%

These rows are one share of the data; rates above refer to the full screens.
